High-throughput results as filed in PubChem.
FID counter = compounds displacing fluorescent DNA intercalator, primary screen, artefact control for HCV NS3 helicase inhibitor project, biochemical, FID fluorescence. DNA fluorescent intercalator displacement. inhibition, % at 7.9 µM. hit rate 0.17% among 290,000; in the data active means inhibition above about 37%;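 further: 0% = vehicle and 100% = reference compound; higher means more ethidium bromide displaced from hairpin DNA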
M18AAP inhibitor = PfM18AAP inhibitors, malaria aminopeptidase, primary screen, biochemical, QFRET, recombinant enzyme; hit rate 1.2% among 290,000; inhibition, % at 7.35 µM; M18 aspartyl aminopeptidase (Plasmodium falciparum 3D7); AID 1822, 2009; H-Glu-NHMec fluorogenic cleavage;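 active means inhibition above the campaign mean inhibition over all tested compounds plus 3 SD, cut at about 28% in these data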;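 further: 0% = plate median of test compound wells and 100% = 2 mM ZnCl2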
IDE act = human IDE activators in live cells, primary screen, fluorescence polarization, HEK cells, FAbeta-B substrate; Insulin-degrading enzyme (Homo sapiens), P14735; FAbeta-B cleavage; 0% vehicle, 100% cell-free pure enzyme wells; activation, % at 5.96 µM; hit rate 0.073% among 340,000;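 active means activation above the mean of all tested compounds plus 3 SD, set per screening campaign, cut at about 17% in these data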
IDE inh = human IDE inhibitors in live cells, primary screen, fluorescence polarization, HEK cells, FAbetaB substrate; FAbetaB cleavage; hit rate 0.41% among 320,000; Insulin-degrading enzyme (Homo sapiens), P14735; inhibition, % at 5.59 µM;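 active means percent inhibition above the average of all tested compounds plus 3 SD, set per screening campaign, cut at about 16% in these data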;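 further: IDE supplied by intact live HEK cells; FP after avidin binding of uncleaved biotin substrate so inhibition keeps polarization high; 0% = DMSO wells and 100% = 60 µM reference IDE inhibitor Ii1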
HCV NS3 hel inh = inhibitors of HCV NS3 helicase, primary screen, biochemical, Cy5 molecular beacon fluorescence; Hepatitis C virus NS3 helicase; NS3 helicase DNA unwinding; inhibition, % at 10.9 µM; hit rate 0.56% among 290,000; AID 1800, 2009;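 active means inhibition above the mean of all tested compounds plus 3 SD, set per campaign, cut at about 35% in these data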;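 further: 0% = DMSO wells and 100% = thioflavine S control wells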
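assay system = NS3 helicase fragment of HCV | buffer or medium = MOPS pH 6.5, MgCl2, DTT, Tween20, BSA | timing = 60 min unwinding reaction at 25 °C after ATP addition | signal = Cy5 beacon fluorescence read at start and 1 h | read-out basis = % inhibition of unwinding | control set = low DMSO, high thioflavine S at 110 µM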
VIM-2 inhibitor = VIM-2 metallo-beta-lactamase inhibitors, primary screen, biochemical, epi-absorbance readout, Pseudomonas aeruginosa enzyme; purified VIM-2, nitrocefin hydrolysis, epi-absorbance fluorescence; AID 1527, 2009; inhibition, % at 5.6 µM; hit rate 0.89% among 290,000;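 active means inhibition above the mean of all tested compounds plus 3 SD, cutoff set per screening run, cut at about 7.5% in these data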;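 further: red hydrolysis product quenches plate fluorescence so inhibitors raise well fluorescence; 0% = enzyme with DMSO and 100% = DMSO without enzyme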
pCIP destab = p/CIP-EGFP fusion destabilizers, primary screen, fluorescence, F442A cells; AID 1984, 2009; hit rate 0.01% among 290,000; Q05BA5; decrease of EGFP signal, % at 10 µM; 16 h;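 active means EGFP signal decrease of at least 30% at 10 µM or well 3 SD below plate mean, unless failing retest; inactive means the rest, including hits failing retest or dose response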; further: some compounds called inactive have numbers as strong as hits; many of its hits are not listed in these tables
SUMO HTRF inh = inhibitors of in vitro SUMOylation cascade, primary screen, biochemical, HTRF, uHTS; hit rate 0.36% among 290,000; inhibition, % at 35 µM; HTRF SUMOylation assay, SAE1/SAE2 + UBC9; in the data active means inhibition above about 50%, passing the limit was not always enough; further: strong numbers were not always called active
Target sequence (P63279 whole entry, looked up): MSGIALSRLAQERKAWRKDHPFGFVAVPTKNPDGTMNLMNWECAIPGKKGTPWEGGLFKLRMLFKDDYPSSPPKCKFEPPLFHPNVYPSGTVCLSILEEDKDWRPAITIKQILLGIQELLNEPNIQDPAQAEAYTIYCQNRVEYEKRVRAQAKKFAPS
IMP-1 inh = IMP-1 metallo-beta-lactamase inhibitors, primary screen, biochemical, epi-absorbance readout, Pseudomonas aeruginosa enzyme; metallo-beta-lactamase IMP-1 (Pseudomonas aeruginosa); purified IMP-1, nitrocefin hydrolysis, epi-absorbance fluorescence; inhibition, % at 5.6 µM; hit rate 0.45% among 290,000; AID 1556, 2009;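 active means inhibition above the mean plus 3 SD of all compounds in the same screening run, cut at about 4.5% in these data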;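 further: 0% = IMP-1 with DMSO and 100% = DMSO wells lacking enzyme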
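Test system: recombinant IMP-1 enzyme, purified / Medium: HEPES buffer pH 7.1 with ZnSO4 and Brij 35 / Doses: single dose, 5.6 µM / Times: 25 °C, 15 min preincubation, 25 min reaction / Detection: Epi-absorbance via hydrolysed-nitrocefin quenching of white-plate fluorescence, 480/530 nm, EDTA stop / Evaluation: percent inhibition from optical density relative to buffer-blank wells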
* hit, by the source's call; . = not tested or not shown.

SMILES	FID counter	M18AAP inhibitor	IDE act	IDE inh	HCV NS3 hel inh	VIM-2 inhibitor	pCIP destab	SUMO HTRF inh	IMP-1 inh
CCCc1cc(=O)oc2c3c(c(Cl)cc12)OCN(CCCO)C3	-5.1	17.6	.	5.6	15.8	4.5	-7.9	25.8	10.1*
Clc1cccc(Cl)c1/C=N/Nc1c(Cl)cncc1Cl	-3.7	0.4	-7.0	2.1	-12.2	-2.6	0.3	-10.6	-3.4
COc1cccc(C(=O)c2ncc(C(F)(F)F)cc2Cl)c1	0.3	-11.2	2.8	4.0	-0.1	0.5	-6.7	-4.1	0.6
CCN(CC)S(=O)(=O)N1CCC(C(=O)NCCN2CCOCC2)CC1	4.3	0.8	-2.1	-0.7	2.4	-2.8	-11.2	-5.9	-2.8
CC(/C=N/Nc1nc(N2CCCCC2)nc(N2CCCCC2)n1)=C\c1ccccc1	-4.0	1.5	2.4	-2.1	6.2	-1.2	1.9	-1.2	-2.8
O=C(Cc1ccccc1)Nc1ccnn1C1CCN(Cc2nccs2)CC1	-6.8	-0.2	-2.3	1.6	6.8	-4.4	11.5	-21.9	-1.7
CCc1cccc(NC(=O)C2CCCN(c3ncnc4c3nc3n4CCCCC3)C2)c1 (stereo not given)	-62.5	1.2	-5.1	10.9	-17.0	-1.5	-6.9	-15.3	-1.4
O=C(CCC1CCCCC1)Nc1c2c(nn1-c1ccc(F)cc1)CS(=O)(=O)C2	-18.9	-0.7	-6.0	1.8	-3.4	-3.3	-9.0	19.4	-3.0
NC(=O)c1cc(S(=O)(=O)N2CC=C(c3ccccc3)CC2)cs1	-12.7	3.2	6.5	3.0	5.0	-1.7	-2.2	6.3	-2.7
Cc1cc(N2CCN(C)CC2)nc(-c2ccccc2O)n1	7.4	-8.8	8.8	1.0	-1.6	5.7	3.0	6.2	-1.2
Cc1ccc(C(c2nnnn2CS(=O)(=O)c2ccc(C)cc2)N2CCN(c3ncccn3)CC2)cc1 (stereo not given)	-3.3	-0.9	6.6	5.7	-6.8	-3.5	7.1	0.1	2.5
O=C1Nc2ccc(Br)cc2C1=Nc1cccnc1	-1.2	0.1	.	5.4	0.1	-0.6	12.5	8.2	-2.2
CCOC(=O)/C=C/C(=O)Nc1ccc(-c2nnc3n2CCCCC3)cc1	-33.9	-13.5	-1.7	1.5	6.0	0.0	-9.1	14.0	-1.4
CCCc1cc(=O)oc2cc(C)cc(OC(C)C(=O)NCc3cccnc3)c12 (stereo not given)	-37.4	6.1	3.6	0.4	-10.0	-1.7	-4.8	12.4	-2.8
CCOc1ccc(NC(=O)NCC2CCN(Cc3ccc(F)cc3)CC2)cc1	6.0	-5.6	2.8	0.5	-6.9	-3.5	-4.9	5.5	-2.3
O=C(c1cccc(Br)c1)N1CCN(S(=O)(=O)N2CCCCCC2)CC1	-36.7	1.2	2.5	-0.3	-7.7	-0.8	7.8	-2.1	-3.6
C#CC(=O)N(c1ccc(OC)cc1OC)C(C(=O)NC1CCCC1)c1cccs1 (stereo not given)	-22.2	-14.6	5.3	-4.0	7.5	1.7	-8.1	0.2	-0.8
O=C(Nc1ccc(F)cc1F)c1cc(-c2ccc3c(c2)OCO3)on1	-2.2	-1.2	1.7	2.5	4.5	-0.2	1.4	-4.0	-1.4
C=CCN1C(=O)C(CC(=O)O)SC1=Nc1ccc(C)cc1 (stereo not given)	-6.0	3.5	5.4	4.1	0.3	-0.9	1.6	13.1	-2.1
COc1ccc(S(=O)(=O)NCc2cccs2)cc1	-0.5	4.6	4.3	2.6	4.0	-3.1	3.4	2.2	-1.1
Nn1c(SCC(=O)NC2CCCCC2)nnc1-c1ccc(Cl)cc1	-11.8	5.1	-0.2	-8.6	1.8	-2.2	-9.2	13.8	-3.3
COC(=O)c1c(NC(NC(=O)CC(C)C)C(Cl)(Cl)Cl)sc2c1CCC2 (stereo not given)	-19.7	12.0	5.8	1.4	17.4	1.4	-3.6	0.9	-2.2
O=S(=O)(NC1Cc2ccccc2C1)c1ccccc1	-8.8	-6.1	1.3	.	-6.6	-1.8	-2.2	-1.4	-1.0
Cc1nn(Cc2cccc(F)c2)c(C)c1NC(=O)c1c([N+](=O)[O-])c(C)nn1C	-2.8	-1.2	4.2	5.9	-5.1	-4.5	-0.4	12.5	-2.6
COC(=O)CCCNC(=O)c1ccccn1	-0.9	1.9	3.7	0.5	-11.7	-3.1	-4.3	6.1	-4.3
Cc1ccc2cc(CN(CCCO)S(=O)(=O)c3cccc4nsnc34)c(=O)[nH]c2c1	-21.7	-5.1	0.5	3.7	-9.8	-1.8	-2.2	5.9	-1.1
CCCC(=O)NC(=S)Nc1cccc(-c2nc3ncccc3o2)c1	-10.3	0.9	1.5	1.6	1.4	-0.7	-3.0	-7.9	-1.0
COc1ccc(-c2oc3ccccc3c(=O)c2OC(=O)c2ccc(C)cc2)cc1	4.3	-4.9	0.3	1.0	6.0	-0.5	-13.5	25.8	-0.8
Oc1ccccc1/C=N/Nc1ncc(Br)cn1	-2.6	22.1	1.4	-2.6	-5.7	-3.1	-26.3	20.5	-2.9
CCOc1ccccc1NC(=O)c1cc(Cl)ccc1NC(=O)c1ccco1	-2.6	-3.2	2.5	1.4	6.8	-5.0	1.7	14.6	-4.3
Cc1cc(C)cc(C(=O)NC(CC(N)=O)c2ccc(N3CCN(C)CC3)c([N+](=O)[O-])c2)c1 (stereo not given)	9.8	-6.2	-1.6	8.7	-11.4	0.5	-0.7	5.5	0.8
CC(C)COc1ccc(N)cc1OCC(C)C	-2.7	8.1	1.3	-2.0	10.5	-0.2	-2.2	-4.8	-2.7
CNC(=S)NNC(=O)c1ccccc1Br	3.7	7.7	7.6	-0.3	4.4	-1.9	2.0	0.2	-1.1
Cc1ccc(CCNC(=O)c2coc3nc4ccccc4nc23)cc1	-2.7	-6.9	1.6	2.2	-13.3	-1.2	-13.4	4.4	1.0
CCOc1ccc(-n2cnnn2)cc1S(=O)(=O)NCc1ccccc1	-2.9	-4.7	2.1	-2.5	7.0	-4.4	-2.0	14.1	-4.7
O=C(NCc1cccnc1)c1cnc2sccn2c1=O	7.2	-9.2	3.8	5.2	-8.8	-0.9	5.6	-12.0	0.9
Cn1c(=O)[nH]c(=O)c2c1nc(NCCCO)n2CCOc1ccccc1	-1.8	-0.3	-1.5	-5.7	3.5	-0.7	-4.2	1.2	-1.2
CCN1CCCn2c1nc1c2c(=O)n(C)c(=O)n1C	0.8	-5.6	0.1	-5.6	6.4	0.1	-12.5	-4.7	0.6
CC(=O)OC[C@H]1COc2ccc3ccccc3c2[C@H]1N(C)C(C)=O	-17.0	-3.0	0.6	-1.2	-9.8	-0.6	-2.4	21.6	-0.8
COc1ccccc1-c1nnc(N)s1	9.6	0.4	4.1	-0.8	-0.4	-4.4	-1.7	20.5	-1.2
C#CCOc1ccc(/C=C2/C(=O)NN(c3ccccc3)C2=O)cc1OC	-9.2	22.0	-1.4	3.2	27.8	-3.4	-2.0	-6.3	-4.4
O=C(NN=C1CCCCCC1)C(=O)Nc1cccc(Br)c1	-1.5	13.3	1.4	-1.4	10.2	-3.9	-11.6	13.8	-5.7
CCN=c1scc(C)n1/N=C/c1cc(Br)c(O)c(Br)c1	0.5	30.4*	-0.1	0.4	26.1	2.8	-13.4	12.5	-3.4
CCc1nc(C)cn1S(=O)(=O)c1ccc(Br)cc1	-5.2	-3.7	-1.6	.	-7.9	-3.8	-1.0	-2.4	-5.1
Cc1ccc(O)c(NC(=O)CSc2n[nH]c(-c3ccccc3)n2)c1	-3.8	2.5	-0.3	-4.5	-4.1	-2.1	-17.5	8.3	-3.6
Cc1nn(C)c(C(=O)NNC(=O)Nc2cccc(C(F)(F)F)c2)c1Cl	-3.5	-1.9	-2.3	2.9	14.8	-1.1	-13.1	8.6	-1.1
Cc1cc(-n2[nH]c(C)c(C)c2=O)nc(-c2ccccc2O)n1	-2.3	11.7	8.8	3.8	6.5	-1.0	1.3	-6.3	-1.7
COc1ccc(COC(=O)Nc2c(SC)nsc2SC)cc1	-4.8	2.9	0.0	-2.2	-2.3	-2.6	7.0	4.2	-3.1

Retrieved by compound from above (2):
SMILES	FID counter	M18AAP inhibitor	IDE act	IDE inh	HCV NS3 hel inh	VIM-2 inhibitor	pCIP destab	SUMO HTRF inh	IMP-1 inh
C=CCN1C(=O)C(CC(=O)O)SC1=Nc1ccc(C)cc1 (stereo not given)	-6.0	3.5	5.4	4.1	0.3	-0.9	1.6	13.1	-2.1
CC(C)COc1ccc(N)cc1OCC(C)C	-2.7	8.1	1.3	-2.0	10.5	-0.2	-2.2	-4.8	-2.7

The listing continues:
SMILES	FID counter	M18AAP inhibitor	IDE act	IDE inh	HCV NS3 hel inh	VIM-2 inhibitor	pCIP destab	SUMO HTRF inh	IMP-1 inh
CNC(=S)N/N=C/c1cn(Cc2c(F)cccc2Cl)c2ccccc12	-14.1	7.5	4.5	2.9	-15.6	-5.9	-2.0	-6.3	-2.6
CCCN(CCC)CCNS(=O)(=O)c1ccc2c(c1)oc(=O)n2C	5.9	-2.6	-1.9	5.5	-7.5	-2.5	2.7	-12.4	-0.8
CCC(Oc1ccc2c(c1)C(=O)CC(C)(C)O2)C(=O)NCCN1CCCCCC1 (stereo not given)	10.3	14.9	4.5	0.9	-17.4	-0.8	-3.8	31.2	-0.9
Cc1ccc(-n2nnc3c(=O)n(Cc4ccccn4)cnc32)cc1C	-2.6	-9.7	-0.7	8.5	-4.0	-1.2	-1.3	-3.0	-2.5
O=C(NCCc1c[nH]c2ccccc12)c1ccc2c(c1)OCO2	-9.9	-12.7	2.0	1.4	-12.0	-0.1	-4.7	-1.6	-0.7
CC(C)CCn1c(=O)c2ccccc2n2c(CCC(=O)NCC3CCCO3)nnc12 (stereo not given)	-44.9	-3.3	-2.5	-0.5	-0.7	0.4	-5.3	15.4	-4.6
CCCc1nnc(NC(=O)C(C)N2C(=O)C3C4C=CC(C4)C3C2=O)s1 (stereo not given)	-1.6	2.6	3.2	-5.5	-4.8	-3.1	-12.3	10.5	-3.7
COc1ccc(OC)c(N(C(=O)c2ccco2)C(C(=O)NC2CCCC2)c2cc(OC)c(OC)c(OC)c2)c1 (stereo not given)	-39.0	0.6	2.9	-3.6	-2.7	0.8	-0.7	-7.8	-3.0
CC(C)(C)NC(=O)Cn1c(SCC(=O)N2CCCCCC2)nc2ccccc21	-18.9	0.5	6.0	2.5	8.6	0.3	-5.0	-4.7	-2.4
